# uPA generation: inhibitors of cell surface uPA generation; 330,000 tested, 0.31% active; Potency, µM (titrated, usually from 38.3 µM), for inactives: at the highest dose activity change, negative = inhibition, usual class: inhibitors; cell surface uPA generation assay, qHTS; AID 540303; active = well fitted inhibition curve with a large enough effect; inconclusive = small, poorly fitted or top-dose-only effect; inactive = no such curve, though single readings can be large or run the other way; tested in mouse RAW 264.7 cells; also: % is scaled to controls: 0 for no effect and ±100 for the full control effect; nearly all actives have a fitted effect of over 55% in size
# ELG1 genotox: induces genotoxicity in HEK293T cells with luciferase-tagged ELG1; HEK293T ELG1-luciferase reporter, luminescence, 16 h; Potency, µM (top dose mostly 46 µM), for the others: at the top dose activity change, positive = activation, most hits filed as activators; 330,000 tested, 1.3% active; AID 504466; also: % of control where 0% means no effect; nearly all actives have a fitted effect of over 60% in size
#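 Cells (2,000/well) expressing the ELG1-luciferase fusion are dosed by pin tool and kept 16 hr at 37 °C, 5% CO2. Signal comes from ONE-Glo luciferase reagent after 30 min at room temperature.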
# p53 reactivator: mutant p53 re-activation in reporter cells; H1299 p53-A138V BP100-luciferase reporter, luminescence, 24 h; AID 504706; 320,000 tested, 0.063% active; Potency, µM (series often up to 92.2 µM), without a hit: at the highest dose activity change, positive = activation, usual class: activators; also: % of control where 0% means no effect; nearly all actives have a fitted effect of over 45% in size
#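 H1299 (p53-null), stable ts p53-A138V + BP100-Luc; 1000 cells/well, Opti-MEM/10% FBS; cpd 4 pt, 1:5; 24 h, 37 deg C, 5% CO2; detection reagent 10 min RT; luminescence.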
# BRCA1 expr act: activators of BRCA1 expression; Potency, µM (top dose mostly 46.1 µM), for inactives: at the highest dose activation, hits mostly activators; 380,000 tested, 1.1% active; AID 624202; MCF7-BRCA1-FFLuc reporter, luminescence, 48 h; response scale: scaled: vehicle 0%, 10 µM genistein 100%; also: nearly all actives have a fitted effect of over 80% in size; some results filed as inactive show a strong effect at the top dose
#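 MCF7 cells carrying a BRCA1-firefly luciferase reporter (2000 cells/well, phenol-red free MEM) were attached for 2 h at 37 °C, then given compounds for 48 h. Luminescence was read 15 min after luciferase reagent; activity normalized to genistein (10 microM) and DMSO.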
# Active calls of the source: *; ? = inconclusive; [ ] = dose if it differs, or a comment. Unless noted, calls follow the shape of the dose curve; as a rule, active = well fitted activation curve with a large enough effect; inconclusive = small, poorly fitted or top-dose-only effect; inactive = no such curve, though single readings can be large or run the other way. Potency is read from the fitted curve at half-maximal effect.
SMILES,uPA generation,ELG1 genotox,p53 reactivator,BRCA1 expr act
COc1ccc(NC(=O)N(C)C[C@H]2Oc3ccc(NC(=O)CCC(F)(F)F)cc3C(=O)N([C@H](C)CO)C[C@@H]2C)cc1,12%,4%,-1%,2%
C/C=C(/C)C(=O)OC1CC(C)(C)C[C@H]2C3=CC[C@@H]4[C@@]5(C)CCC(O[C@@H]6O[C@@H](C(=O)O)[C@@H](O)C(O[C@@H]7OC[C@H](O)[C@@H](O)[C@@H]7O[C@@H]7OC(CO)C(O)[C@@H](O)[C@@H]7O)C6O[C@@H]6OC(CO)C(O)C(O)C6O)[C@@](C)(CO)[C@@H]5CC[C@]4(C)[C@]3(C)CC(O)[C@@]12CO (some centres not stated),-9%,-3%,4%,-21%
Nc1nc2ccc(C(=O)Nc3ccc(N4CCOCC4)cc3)cc2s1,-11%,8%,15%,58%
CCn1nc(C(=O)NNC(=O)c2ccc(OC(F)F)cc2)c2ccccc2c1=O,0%,1%,7%,0%
COC(=O)C[C@H](NC(=O)Cn1cnc2c(SC)nc(N)nc21)C(=O)OC,4%,3%,-3%,13%
CC[C@@]1(C(=O)OC)N[C@H](CN(C)S(=O)(=O)c2ccccc2)[C@@H]2C(=O)N(C)C(=O)[C@@H]21,-1%,1%,-8%,9%
COc1ccc(NC(=O)COC(=O)CCSc2ccccc2)cc1OC,-11%,2%,4%,11%
CCN(CC)C(=O)[C@H]1C[C@H](CC(=O)NCCCOC)C(=O)N2CCc3c([nH]c4cc(-c5ccco5)ccc34)[C@]12C,0%,-1%,-8%,-25%
CC[C@]12c3[nH]c4ccc(Cl)cc4c3CCN1C(=O)[C@@H](CC(=O)NCc1cccc(C(F)(F)F)c1)C[C@@H]2C(=O)N1CCN(C(=O)C2CC2)CC1,?,-14%,-1%,-69%
CCCCn1c(N)c(N(CC)C(=O)c2cccs2)c(=O)[nH]c1=O,1%,2%,-1%,8%
O=C(NN1C(=O)NC2(CCCCC2)C1=O)c1cc2cc(Cl)ccc2o1,-1%,0%,-1%,9%
O=C(CN1C(=O)NC(c2ccccc2)(c2ccccc2)C1=O)N1CCCCC1,-2%,1%,-1%,-1%
C[C@@H]1O[C@@H](OC[C@H]2O[C@@H](Oc3cc(O)c4c(=O)cc(-c5ccc(O)c(O)c5)oc4c3)[C@H](O)[C@@H](O)[C@@H]2O)[C@H](O)[C@H](O)[C@H]1O,2%,1%,-2%,-8%
O=C(COc1ccccc1[N+](=O)[O-])NCC1(N2CCOCC2)CCCCC1,1%,-5%,-3%,-13%
O=C(C[C@@H]1C/C=C\C[C@H](NC(=O)OCC2c3ccccc3-c3ccccc32)C(=O)OC[C@H]2CCCN2C1=O)N[C@H](CO)Cc1ccccc1,?,-5%,-5%,-41%
COc1cc2cc(CCCOC(=O)c3cc(OC)c(OC)c(OC)c3)oc(=O)c2cc1OC,12%,0%,-3%,-9%
Nc1nc(SCC(=O)Nc2cc(Cl)c(Cl)cc2Cl)n[nH]1,-1%,4%,14%,-28%
CCN(CC)S(=O)(=O)c1ccc(N2CC(C(=O)N3Cc4ccccc4CC3C(N)=O)CC2=O)cc1 (configuration not stated),12%,2%,-5%,-10%
Cc1ccc(C(=O)OCC(=O)NC2CC2)s1,3%,3%,7%,-2%
O=C(COC(=O)CC1CC2CCC1C2)Nc1ccc(F)cc1Cl (configuration not stated),0%,3%,-3%,4%
O=C(Nc1cccc(S(=O)(=O)N2CCCCCC2)c1)c1cncc(Br)c1,-7%,-12%,-9%,-75%
O=C(CSc1cc(Cl)ccc1Cl)NCCN1C(=O)CSC1=O,1%,3%,2%,-9%
COc1ccc(NC(=S)NC(=O)c2ccc3c(c2)OCCO3)cc1,-3%,?,?,?
CC[C@]12c3[nH]c4cc(CCC(=O)N(C)C)ccc4c3CCN1C(=O)[C@@H](CC(=O)NCCC1=CCCCC1)C[C@@H]2C(=O)N1CCN(C(=O)c2ccco2)CC1,-1%,?,-6%,0%
c1ccc2cc(CCO[C@H]3CCCCO3)ncc2c1,-11%,?,8%,22%

# Exported as tab-separated lines: part of the list above
SMILES	uPA generation	ELG1 genotox	p53 reactivator	BRCA1 expr act
Nc1nc(SCC(=O)Nc2cc(Cl)c(Cl)cc2Cl)n[nH]1	-1%	4%	14%	-28%
CCCCn1c(N)c(N(CC)C(=O)c2cccs2)c(=O)[nH]c1=O	1%	2%	-1%	8%
O=C(NN1C(=O)NC2(CCCCC2)C1=O)c1cc2cc(Cl)ccc2o1	-1%	0%	-1%	9%
Cc1ccc(C(=O)OCC(=O)NC2CC2)s1	3%	3%	7%	-2%
O=C(Nc1cccc(S(=O)(=O)N2CCCCCC2)c1)c1cncc(Br)c1	-7%	-12%	-9%	-75%
c1ccc2cc(CCO[C@H]3CCCCO3)ncc2c1	-11%	?	8%	22%
CCn1nc(C(=O)NNC(=O)c2ccc(OC(F)F)cc2)c2ccccc2c1=O	0%	1%	7%	0%

# Going on with the list.
SMILES,uPA generation,ELG1 genotox,p53 reactivator,BRCA1 expr act
Cc1noc(C)c1NC(=O)N(C)C[C@H]1Oc2ccc(NC(=O)NC(C)C)cc2C(=O)N([C@H](C)CO)C[C@H]1C,0%,3%,7%,-1%
O=C(OCC(=O)c1ccccc1)C1=NN(c2ccccc2)C(=O)CC1,-4%,1%,13%,-7%
O=C(N=C1SC2CS(=O)(=O)CC2N1c1ccccc1)c1ccccc1 (configuration not stated),0%,6%,0%,2%
COc1ccc(-c2cc(C(=O)OCC(=O)N3CCCCC3)c3ccccc3n2)cc1OC,-8%,-12%,8%,24%
CCOc1cc(C=NNC(=O)c2cccc(S(=O)(=O)N3CCCC3)c2)ccc1O,13%,-4%,-3%,-25%
COc1ccc(NS(=O)(=O)c2cc([N+](=O)[O-])ccc2NN=Cc2ccccc2OCC(=O)O)cc1,-4%,5%,-4%,8%
C[C@@H]1CN([C@@H](C)CO)C(=O)c2cc(NC(=O)CCC(F)(F)F)ccc2O[C@H]1CN(C)S(=O)(=O)c1ccc(Cl)cc1,-5%,2%,-7%,0%
CC(C)NC(=O)N(C)C[C@H]1Oc2ccc(NS(=O)(=O)c3ccccc3)cc2C(=O)N([C@H](C)CO)C[C@H]1C,4%,1%,9%,0%
O=C(COC(=O)c1ccc([N+](=O)[O-])o1)Nc1ccc2c(c1)OCO2,-4%,4%,12%,12%
O=C(CSc1nnc(Cc2ccccc2)o1)Nc1ccc(N2CCOCC2)cc1,?,3%,-5%,0%
Cc1noc(C)c1NC(=O)N(C)C[C@H]1Oc2ccc(NC(=O)C3CC3)cc2C(=O)N([C@H](C)CO)C[C@@H]1C,-2%,9%,2%,28%
O=S(=O)(/N=C(/Nc1nccs1)c1ccc(F)cc1)c1ccccc1,2%,0%,3%,-9%
O=c1oc(CCCO)cc2ccc(C#Cc3cccnc3)cc12,0%,13%,?,?
CCOC(=O)C1=CN(Cc2ccco2)S(=O)(=O)NC1CC (configuration not stated),1%,2%,10%,13%
CCCn1c(N)c(N2CCCCC2)c(=O)n(CC(=O)Nc2ccc(C(C)=O)cc2)c1=O,-7%,1%,1%,-3%
O=C(NNC(=O)c1cc(S(=O)(=O)N2CCOCC2)c(Cl)cc1Cl)c1ccccc1F,2%,-1%,3%,-17%
CC(C(=O)Nc1ccc2c(c1)OCO2)N(C)CC(=O)Nc1ccccc1Cl (configuration not stated),10%,-5%,-1%,10%
C[C@H]1CN([C@@H](C)CO)C(=O)Cc2cc(NC(=O)CCC(F)(F)F)ccc2O[C@H]1CN(C)S(C)(=O)=O,10%,-1%,-1%,4%
COc1ccc(NC(=O)c2cc(-c3ccccn3)nc3ccccc23)c(OC)c1,1%,-8%,-9%,-21%
O=C(COC(=O)CNC(=O)c1ccccc1)NC(=O)NC1CCCCC1,3%,4%,12%,3%
C[C@H](CO)N1C[C@H](C)[C@H](CN(C)S(=O)(=O)c2cn(C)cn2)Oc2ccc(NC(=O)Nc3ccc(C(F)(F)F)cc3)cc2CC1=O,31%[activator],12%,12%,-40%
NCC(=O)NCC(=O)NC[C@H]1O[C@@H](n2cnc3c(N)ncnc32)[C@H](O)[C@@H]1O,10%,8%,-3%,15%
Cc1cccc(C(=O)OCC(=O)N2CC(C)CC(C)C2)c1C (configuration not stated),3%,-2%,13%,38%
CC[C@@H](C)[C@@H]1CN([C@@H](C)CN2CCC[C@H]2CN2C(N)=NC[C@H]2CC(C)C)C(=N)N1CCCC1CCCC1,5%,1%,4%,-1%
Nc1cc(S(=O)(=O)Nc2ccccc2Cl)ccc1N1CCCCC1,?,8%,19%,15%
SMILES,uPA generation,ELG1 genotox,p53 reactivator,BRCA1 expr act
CC1CCCC(NC(=O)COC(=O)COc2cccc(F)c2)C1C (configuration not stated),-8%,4%,5%,-39%
CCNC(=O)N(CC)C[C@H]1N[C@@](CC)(C(=O)OC)[C@H]2C(=O)N(Cc3ccccc3)C(=O)[C@@H]12,14%,0%,0%,2%
COc1cc(OC)c(C(=O)NNC(=O)c2ccccc2-n2cccc2)cc1OC,-28%,-4%,-1%,-4%
CC(C)N(C(=O)[C@H]1CC(CC(=O)NCCCN(C)C)C(=O)N2CCc3c([nH]c4ccccc34)[C@]12C)C(C)C (some centres not stated),-9%,1%,-10%,3%
Cc1ccc(S(=O)(=O)NCCC(=O)NC2CCCCCC2)cc1C,-6%,-1%,-5%,-16%
C[C@H](CO)N1C[C@H](C)[C@@H](CN(C)S(=O)(=O)c2cccs2)Oc2c(NS(=O)(=O)c3ccccc3)cccc2C1=O,-4%,0%,-6%,-13%
COc1ccc(CC(=O)OCC(=O)NC2CCCCC2)cc1OC,-5%,1%,-1%,-14%
O=C(COC(=O)c1ccc(F)cc1F)NCc1ccc2c(c1)OCO2,2%,0%,1%,1%
CN(C(=O)COC(=O)C1CCN(S(=O)(=O)c2ccc(Cl)cc2)CC1)C1CCS(=O)(=O)C1 (configuration not stated),3%,1%,-5%,-7%
COc1ccc(Cl)cc1NC(=O)CN(C)C(=O)c1cccc(S(=O)(=O)N2CCN(C)CC2)c1,-5%,1%,-10%,-15%
O=C(CSc1nnc(-c2ccncc2)o1)Nc1cccc(Cl)c1,?,15%,16%,?
CCN(C[C@H]1N[C@@](CC)(C(=O)OC)[C@H]2C(=O)N(Cc3ccccc3)C(=O)[C@@H]12)S(=O)(=O)c1ccc(C(C)(C)C)cc1,-9%,-2%,-1%,-34%
Cc1cccc(NC(=O)COC(=O)[C@@H]2CCCN2C(=O)c2cccs2)c1,-3%,9%,10%,1%
COc1ccc(C2=Nn3c(nnc3-c3ccccc3F)SC2)cc1OCC1CC1,?,-2%,-3%,-52%
Fc1ccc2cnc(-c3cccnc3)cc2c1,-10%,?,19%,16%
O=C(COC(=O)CN1CCSC1=O)Nc1ccc(F)cc1Cl,-4%,2%,1%,10%
COc1ccc2c(c1)[C@H]1[C@H](CO2)[C@H](c2ccccc2)[C@]2(C)C(=O)Nc3ccc(C)cc3C(=O)N12,?,1%,7%,-55%
C=CC[C@@H](CC(=O)N(CCO)Cc1ccccc1)C(=O)NCCOC(=O)[C@@H](CC=C)Cc1ccc(F)cc1,3%,-7%,-4%,-25%
CSc1ccccc1NC(=O)COC(=O)/C=C/c1ccco1,1%,-1%,5%,-60%
CCCC[C@@H]1C=C(C(=O)O)[C@H](c2ccc(CC)cc2)N1S(=O)(=O)c1ccc(C)cc1,?,0%,-6%,0%
Cc1cccc(OCCC(=O)NNC(=O)Cn2nc(C)cc2C)c1,2%,1%,-1%,14%
CN(C)C(CNS(=O)(=O)c1cc([N+](=O)[O-])ccc1Cl)c1ccco1 (configuration not stated),-1%,1%,15%,-39%
O=C1CCCN1C(=O)CSc1nnnn1-c1cccc(F)c1,2%,6%,9%,-7%
C=CCC[C@H](Cc1ccc(F)cc1)C(=O)OC[C@@H](C)NC(=O)[C@H](CC=C)CC(=O)N(CCO)Cc1ccccc1,3%,-8%,-5%,-27%
CC1CCCC(NC(=O)COC(=O)CCC(=O)c2ccc(F)cc2)C1C (configuration not stated),4%,1%,2%,-12%
O=C(NCC(F)(F)F)c1ccc(S(=O)(=O)Nc2ccccc2N2CCCC2)cc1,1%,2%,-8%,-12%
Cc1noc(C)c1NC(=O)N(C)C[C@H]1Oc2ccc(NC(=O)CCN3CCOCC3)cc2C(=O)N([C@H](C)CO)C[C@@H]1C,2%,4%,-1%,3%

# Source: PubChem BioAssay (National Center for Advancing Translational Sciences (NCATS))

# Some of the compounds tested. The share of hits here may be higher or lower than overall.
